mHTT CaM bind: mHTT-calmodulin interaction abrogation; AlphaScreen His-mHTT/GST-CaM binding, luminescence; inhibition, % at 15 µM; 3.6% of 190,000 active; AID 1671202;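 also: 0% = both proteins with DMSO and 100% = one protein alone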
Pf apPOL block: Pf-apPOL DNA polymerase inhibition; Recombinant Pf-apPOL, molecular beacon fluorescence, 1.5 h; inhibition, % at 10 µM; 0.25% of 210,000 active; AID 1794808
* hit, by the source's call; i = inactive; nt = not tested or not shown; & = joins results of further samples. Rule as the data show it: active = inhibition above about 50%; inactive = the rest.

SMILES | mHTT CaM bind | Pf apPOL block
Cc1cc(C2CCCN2C(=O)c2cc(-c3ccc(Cl)cc3)on2)no1 (stereo not drawn) | -3 | 3
Cc1ccc(S(=O)(=O)N2CCC(CCNC(=O)Nc3cccc(C)c3)CC2)cc1 | 39 | 2
O=C(c1n[nH]c2ccccc12)N1CCCn2nc(-c3ccncc3)cc2C1 | 23 | -7
O=[N+]([O-])c1c(Cl)cc(O)c2c1C1C=CCC1C(c1ccc(Br)cc1)N2 (stereo not drawn) | 98* | -4
COc1ccccc1/C=C1\N=C(c2c(-c3ccccc3)noc2C)OC1=O | 2 | -5
Cc1ccc(-n2ccnc2SCc2nc(-c3ccc(Cl)cc3)no2)cc1 | -4 | -3
O=C(NCCN1CCCCC1)c1ccc2ncnc(N3CCCCC3)c2c1 | 3 | -2
Cc1ccc(-n2c(CN3CCN(C(=O)Nc4ccc(F)cc4)CC3)nc3cccnc32)cc1 | 12 | 0
Cn1c(=O)[nH]c(=O)c2c1nc(Br)n2Cc1cccc(Br)c1 | -3 | 6
COc1cc(OC)c(/C=C2/C(=O)Nc3ccccc32)c(OC)c1 | nt | 0
CCOC(=O)c1c(NC(=S)Nc2cc(C)ccn2)sc(C)c1C | nt | 4
C=CCSc1nc2sc3c(c2c(=O)n1Cc1ccccc1)CCC(C)C3 (stereo not drawn) | nt | -7

Ordered by length of the SMILES (high to low): six of the compounds above
SMILES | mHTT CaM bind | Pf apPOL block
Cc1ccc(-n2c(CN3CCN(C(=O)Nc4ccc(F)cc4)CC3)nc3cccnc32)cc1 | 12 | 0
Cc1ccc(S(=O)(=O)N2CCC(CCNC(=O)Nc3cccc(C)c3)CC2)cc1 | 39 | 2
Cc1cc(C2CCCN2C(=O)c2cc(-c3ccc(Cl)cc3)on2)no1 (stereo not drawn) | -3 | 3
Cc1ccc(-n2ccnc2SCc2nc(-c3ccc(Cl)cc3)no2)cc1 | -4 | -3
COc1cc(OC)c(/C=C2/C(=O)Nc3ccccc32)c(OC)c1 | nt | 0
O=C(NCCN1CCCCC1)c1ccc2ncnc(N3CCCCC3)c2c1 | 3 | -2

(listing goes on)
SMILES | mHTT CaM bind | Pf apPOL block
O=C(NCc1ccc(N2CCOCC2)nc1)c1ccccc1Cl | -11 | 2
Cc1cc(Cl)ccc1NC(=O)Cc1ccccc1 | -11 | -17
O=C(Nc1nc2c(s1)COc1ccccc1-2)c1cc(Cl)ccc1Cl | 21 | -3
COc1ccc(/C=C2\C=C(c3ccc(OC)cc3OC)OC2=O)cc1 | 6 | -6
COc1cc(C2C(C(=O)Nc3ccccn3)=C(C)Nc3ncnn32)ccc1OCc1ccccc1 (stereo not drawn) | 32 | -4
CN1CCN(C(=O)c2ccc(NC(=O)C3CC3)cc2N2CCCCCC2)CC1 | 8 | 1
Cc1ncc(CO)c2cc(C(N)=O)c(=Nc3ccc(Cl)cc3)oc12 | -3 | -4
Cc1ccc(OCCNC(=O)c2ccc(C)cc2)cc1 | -16 | -4
COc1ccc(CNC(=O)C2c3ccccc3CC(=O)N2C(C)C)cc1OC (stereo not drawn) | 7 | -1
CC(=O)N1CCN(Cc2c(Cl)cccc2Cl)CC1 | -4 | -8
COc1ccc(-c2ncc3c(n2)CCN(C(=O)c2ccc(Cl)cc2)C3)cc1 | -4 | 0
Cc1ccc(C(=O)Nc2ccc(S(=O)(=O)Nc3ncccn3)cc2)cc1[N+](=O)[O-] | 4 | -4
O=C(NCc1ccccn1)C1CCc2nc(N3CCCCC3)ncc2C1 (stereo not drawn) | 3 | -11
COc1ccc(-c2nc(-c3ccc(Br)cc3)no2)cc1[N+](=O)[O-] | -3 | -6
COc1cccc(/C=C(\C#N)c2nc(-c3cccc([N+](=O)[O-])c3)cs2)c1OC | 0 | 6
COc1ccc(C)cc1NC(=O)c1ccc(N(Cc2ccc(C)cc2)S(C)(=O)=O)cc1 | 3 | -2
COc1cccc(/C=C2\CN(C)C/C(=C\c3cccc(OC)c3OC)C2=O)c1OC | 20 | -4
CC(C)N(C)C(=O)c1ccccc1N1CCC(NC(=O)C2CCC2)CC1 | -3 | -5
Cc1cccc(NC(=O)C(c2ccccc2)N2CCC2=O)c1 (stereo not drawn) | 0 | 0
COC(=O)C1CN(Cc2ccc(F)cc2)CCS(=O)(=O)N1Cc1ccccc1 (stereo not drawn) | 26 | -5
CCc1cccc(CC)c1NC(=O)CCCC(=O)O | -2 | 1
CCc1ccc(NC(=O)c2cnc3n(c2=O)CCS3)cc1 | 2 | -3
CCc1nc2c(NC(=O)NCc3ccccc3)cccn2n1 | -8 | 2
CCN(CC)c1ccc(C=Nc2cccc([N+](=O)[O-])c2C)cc1 | 2 | 5
CC(C)C(=O)Nc1cccc(F)c1 | 4 | -3
O=C(Nc1cc([N+](=O)[O-])ccc1Cl)c1cc2ccccc2c(=O)o1 | 2 | -2
CCc1ccc2nc(C)cc(C(=O)NC3CC3)c2c1 | 14 | 4
COc1ccccc1C/C(N)=N/OC(=O)c1ccc(C(C)(C)C)cc1 | i | -4
COc1cc(/C=C2/N=C(c3ccccc3Cl)OC2=O)cc(OC)c1OC | 1 | -6
O=C(Nc1cccc(Cl)c1)c1ccc(F)c(S(=O)(=O)NC2CCCC2)c1 | -1 | 0
CC(C)c1cc(C2CCCN2C(=O)c2cc(-c3cccc(Cl)c3)on2)on1 (stereo not drawn) | -5 | -2
Cc1ccc(NC(=O)CNS(=O)(=O)c2cccs2)cc1F | -6 | -8
O=C(Nc1cccc(Cl)c1)O[C@@H]1CC[C@@]23CCCN2C(=O)CCC[C@H]3C1 | 13 | -9
CCN(c1cccc(C)c1)S(=O)(=O)c1cc(Br)cc2c1N(C(C)=O)C(C)C2 (stereo not drawn) | 7 | -4
O=C(CSc1cn(Cc2cccc(F)c2)c2ccccc12)N1CCCCC1 | 27 | 3
N#C/C(=C\c1cc(Br)ccc1O)C(=O)NCc1cccc(Cl)c1 | 10 | -8
CC(C)(C)c1ccc(C(=O)Nc2ncc(S(=O)(=O)c3ccc([N+](=O)[O-])cc3)s2)cc1 | 4 | 0
O=C(c1cccc(F)c1)N1CCC(CCOc2ccccc2)CC1 | -20 | -3
CN(C)C(CNC(=O)C(=O)NCc1ccc2c(c1)OCO2)c1cccs1 (stereo not drawn) | -4 | -5
N=C1NC(=O)/C(=C\c2ccc(-c3cccc(C(=O)O)c3)o2)S1 | 42 | 14
Cn1cc(-c2[nH]ncc2Cl)cn1 | 2 | nt
Cc1nc(C2CCCN(C(=O)c3ccc(C)s3)C2)n[nH]1 (stereo not drawn) | -5 | 6
CCCNC(=O)c1cc2c(s1)CCN(C(=O)c1ccc(Cl)cc1)C2 | 7 | -8
O=C(Nc1ccccc1Cl)N1CCC(CCOc2cccnc2)CC1 | -1 | -4
COc1ccc(C2CC(=O)C3=C(C2)Nc2ccccc2NC3c2ccccc2[N+](=O)[O-])cc1 (stereo not drawn) | 26 | -3
CC1C(=O)N(Cc2cn(CC3CCCCC3)nn2)CCS(=O)(=O)N1Cc1ccc(-c2ccncc2)cc1 (stereo not drawn) | 40 | 10
CCCCN=C(C(=O)Nc1ccc(F)c(F)c1)c1ccccc1NC(C)=O | 5 | -2
CC(=O)Nc1cccc2c(C(=O)NCCC(C)C)ccnc12 | -2 | 3
Cc1c(C(=O)NC2CCCCC2)oc2ccc(S(=O)(=O)N3CCC(C)CC3)cc12 | -5 | -7
CC(=O)Nc1nc(CC(=O)O)cs1 | -10 | -3
CC(C)CCn1c(NN)nc2c1c(=O)[nH]c(=O)n2C | -7 | -8
Cc1ccc(NC(=O)c2cccs2)cc1Cl | -14 | -9
NC(=O)c1nnn(-c2nonc2N)c1CN1CCOCC1 | 2 | 2
Cc1ccc(C2Cn3nnc(C(=O)N4CCN(C(=O)c5ccc(F)cc5)CC4)c3CO2)cc1 (stereo not drawn) | 3 | 0
CCc1cc(C2CCCN2C(=O)c2cc(C3CCCCC3)no2)on1 (stereo not drawn) | -7 | 6
CC(C)(C)OC(=O)N1CCCC(NC2CCSc3ccccc32)C1 (stereo not drawn) | -8 | 1
CCCCOc1ccc(/C(N)=N/O)cc1 | i | -12
CC(=O)NCc1csc(C2CCCN(S(=O)(=O)c3cccc(F)c3)C2)n1 (stereo not drawn) | -2 | -5
Brc1ccc(-c2cc3n(c2)CCn2cccc2-3)cc1 | 84* | -9
Cc1ccccc1C1CC(c2ccc(F)cc2)Nc2nc(N)nn21 (stereo not drawn) | 40 | 1

Record cards (already shown). Order of values: mHTT CaM bind, Pf apPOL block
Shown for `CC(=O)NCc1csc(C2CCCN(S(=O)(=O)c3cccc(F)c3)C2)n1` (stereo not drawn) : -2, -5
Shown for `Cc1c(C(=O)NC2CCCCC2)oc2ccc(S(=O)(=O)N3CCC(C)CC3)cc12` : -5, -7
Shown for `Brc1ccc(-c2cc3n(c2)CCn2cccc2-3)cc1` : 84*, -9
Shown for `NC(=O)c1nnn(-c2nonc2N)c1CN1CCOCC1` : 2, 2
Shown for `CCCCOc1ccc(/C(N)=N/O)cc1` : i, -12

Further records.
SMILES | mHTT CaM bind | Pf apPOL block
Cc1ccc(-c2ncc3c(=O)n(Cc4ccccc4F)c(=O)n(C)c3n2)cc1 | -9 | -2
CCC(=O)Oc1ccc2c(=O)c(-c3ccccc3)coc2c1 | 4 | -8
COCCN1C(=O)C(=O)C(=C(O)c2ccc(OC)c(C)c2)C1c1ccc([N+](=O)[O-])cc1 (stereo not drawn) | 27 | -5
CC(C)(C)c1ccc(C(=O)Nc2ccc(C(=O)O)cc2)o1 | -1 | 0
O=C(Nc1ccc(Cl)cc1)OC1CCSC1 (stereo not drawn) | nt | 8&2
CCn1c(=O)c([N+](=O)[O-])c(NCCCN2CCOCC2)c2ccccc21 | 2 | -3
COc1ccc(C)cc1NC(=O)c1ccc(N(Cc2ccccc2Cl)S(C)(=O)=O)cc1 | -1 | -1
Cc1cc(Br)cc(C)c1NC(=O)CC(C)C | -7 | 0
O=C(Nc1nnc(N=Cc2ccc(F)cc2)s1)c1ccc(Br)cc1 | 8 | -2
CN1CCN(C(CNS(C)(=O)=O)c2ccc(F)cc2)CC1 (stereo not drawn) | -18 | -5
COc1ccc(C2Nc3c(cccc3C(F)(F)F)C3C=CCC32)cc1[N+](=O)[O-] (stereo not drawn) | 38 | -9
O=C(NCc1cccs1)c1ccc(NC(=O)C2CCC2)cc1N1CCCCC1 | -16 | 3
C=C(C)C1CC=C(C(=O)O)CC1 (stereo not drawn) | nt | 7
Nc1nc(-c2ccc(Cl)c(Cl)c2)cs1 | 19 | 0
CC(=O)Nc1ccccc1NC(=O)COc1ccc(C)cc1C | -3 | -38
COc1cccc(C(=O)Nc2ccc(C)cc2Br)c1 | -19 | -5
Cc1ccc2c(CN(Cc3ccccc3)Cc3ccccc3)cc(=O)oc2c1 | -8 | -6
Brc1cccc(/C=C/c2nc3ccccc3[nH]2)c1 | -9 | 19
O=C(Nc1cccc(C(F)(F)F)c1)C1CCc2nc(N3CCOCC3)ncc2C1 (stereo not drawn) | -7 | 0
Nn1c(Cc2ccccc2)nc2sc3c(c2c1=O)CCCC3 | -6 | -4
CCn1c(CCCO)nc2ccccc21 | -5 | -3
O=C1OC(c2ccccc2)OC(=O)C1=C/C=C/c1ccccc1 (stereo not drawn) | 7 | -4
O=C(Nc1cnc2ccccc2c1)N1CCCCCC1 | -4 | -3
COc1ccc(OC)c(C2=NOC(C(=O)NCc3cccnc3)C2)c1 (stereo not drawn) | -9 | 4
O=C(CCn1cnc2ccccc2c1=O)Nc1cccc(Cl)c1 | 4 | -13
COc1cccc(N2C(=O)CC(Nc3ccc(N4CCOCC4)cc3)C2=O)c1 (stereo not drawn) | 21 | -6
CC(=O)N(c1ccc(C(N)=O)cc1)C(C(=O)Nc1ccc2c(c1)OCCO2)c1ccc(Cl)cc1 (stereo not drawn) | 43 | -1
O=C(O)c1nc2ccccc2c(C(=O)O)c1-c1ccc(O)cc1 | -6 | -1
O=C(NCc1ccc(F)cc1)C1CCN(S(=O)(=O)N2CCCCC2)CC1 | -8 | -20
CC(=O)Nc1ccc(S(=O)(=O)Nc2ccc(S(=O)(=O)Nc3ccc(C)c(C)c3)cc2)cc1 | 5 | 5
O=C(CSc1cn(Cc2ccc(F)cc2)c2ccccc12)NCc1ccco1 | 32 | 0
O=C(CSc1nc(=O)[nH]c2c1CCCC2)NCc1ccc2c(c1)OCO2 | -10 | 0
CC(O)CNc1nc2c(c(=O)n(C)c(=O)n2C)n1Cc1c(Cl)cccc1Cl (stereo not drawn) | 0 | -3
Cc1cccc(C=C2Oc3cc(OCC(=O)OC(C)(C)C)ccc3C2=O)c1 | 2 | -10
COc1ccccc1N1CCN(CCNC(=O)Cc2ccc(F)cc2)CC1 | -4 | -14
COCCN1C(=O)c2ccccc2C(C(=O)NCc2cccnc2)C1c1ccc(F)cc1 (stereo not drawn) | -3 | 2
O=C(CCc1cc2ccccc2[nH]c1=O)N1CCCC1 | -9 | -4

Reprinted at random: 2 records from the list.
SMILES | mHTT CaM bind | Pf apPOL block
COc1cccc(N2C(=O)CC(Nc3ccc(N4CCOCC4)cc3)C2=O)c1 (stereo not drawn) | 21 | -6
COCCN1C(=O)c2ccccc2C(C(=O)NCc2cccnc2)C1c1ccc(F)cc1 (stereo not drawn) | -3 | 2
